Source: PubChem BioAssay (several laboratories)
HTR5A ag – HTR5A agonism, opioid heterodimer counter-screen | 340,000 tested, 0.61% active | activation, % at 9.3 µM | P47898 | HTR5A agonist assay, luminescence, cell-based | AID 504692; in the data active means activation mostly above about 9.5%, no sharp cut-off; inactive means mostly below about 7.6%;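 further: 0% = cells with vehicle only and 100% = reference agonist; strong numbers were not always called active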
Target sequence (P47898 whole entry, looked up): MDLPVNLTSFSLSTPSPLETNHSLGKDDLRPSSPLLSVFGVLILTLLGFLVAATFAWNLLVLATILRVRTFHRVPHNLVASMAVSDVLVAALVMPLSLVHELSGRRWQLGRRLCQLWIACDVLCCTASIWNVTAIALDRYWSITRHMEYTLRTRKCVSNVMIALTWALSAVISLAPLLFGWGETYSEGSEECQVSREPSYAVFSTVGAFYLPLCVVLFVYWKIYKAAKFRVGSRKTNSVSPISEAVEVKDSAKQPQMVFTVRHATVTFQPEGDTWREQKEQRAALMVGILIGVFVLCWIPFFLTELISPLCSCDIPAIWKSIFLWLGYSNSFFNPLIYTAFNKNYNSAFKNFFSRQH
RTF Ca sens inh – cardiac RTF calcium desensitization; P19429+P45379; IANBD-labeled cardiac RTF, Ca2+ fluorescence; inhibition, % at 7.15 µM; 340,000 tested, 0.12% active;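 active means inhibition above the mean inhibition of all tested compounds plus 3 SD, cut at about 17% in these data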;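 further: assay run at fixed EC70 calcium of 1.6 mM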
Keap1 Nrf2 FP – Keap1-Nrf2 (human) interaction inhibition; Q14145; Keap1 Kelch-Nrf2 peptide fluorescence polarization, 1536-well; inhibition, % at 9.4 µM; 340,000 tested, 0.15% active; AID 504523; in the data active means inhibition above about 12%;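 further: human Keap1 Kelch domain with fluorescein labeled Nrf2 9mer peptide probe; 0% = neutral control wells and 100% = peptide positive control; higher means more block of Keap1 binding to Nrf2 peptide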
Target sequence (Q14145 whole entry, looked up, the tested form may be a part): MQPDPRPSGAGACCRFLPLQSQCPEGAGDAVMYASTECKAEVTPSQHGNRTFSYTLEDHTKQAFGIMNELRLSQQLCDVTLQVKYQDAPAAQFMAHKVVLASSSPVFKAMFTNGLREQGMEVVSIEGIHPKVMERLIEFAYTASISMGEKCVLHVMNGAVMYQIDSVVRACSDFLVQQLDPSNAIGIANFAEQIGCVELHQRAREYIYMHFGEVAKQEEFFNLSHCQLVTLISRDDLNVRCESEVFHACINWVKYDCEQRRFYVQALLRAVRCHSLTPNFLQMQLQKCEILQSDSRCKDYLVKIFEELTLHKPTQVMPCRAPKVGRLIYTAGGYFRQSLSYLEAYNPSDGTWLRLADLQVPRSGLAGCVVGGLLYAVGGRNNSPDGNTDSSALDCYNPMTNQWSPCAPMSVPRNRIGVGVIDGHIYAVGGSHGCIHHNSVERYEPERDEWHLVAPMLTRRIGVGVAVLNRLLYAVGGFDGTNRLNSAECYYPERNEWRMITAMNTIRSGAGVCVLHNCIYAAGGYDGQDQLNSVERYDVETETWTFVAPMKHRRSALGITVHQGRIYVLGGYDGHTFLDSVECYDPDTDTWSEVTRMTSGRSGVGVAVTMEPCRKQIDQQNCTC
OPRM1-OPRD1 ag – OPRM1-OPRD1 heterodimerization agonism; P35372+P41143; cells, luminescence; activation, % at 9.3 µM; 340,000 tested, 0.3% active; in the data active means activation above about 18%;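 further: 0% = vehicle-treated cells and 100% = reference agonist; values of inactives mirror those of a sister screen read the other way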
CAL-PDZ inh HTS – blocks peptide binding to the human CAL PDZ domain | purified CAL PDZ, TMR-peptide fluorescence polarization, 1 h | Q9HD26 | inhibition, % at 24.9 µM | 300,000 tested, 0.92% active;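 active means mean inhibition of at least 30% with at least half of replicates also reaching 30%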;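 further: 0% = DMSO neutral control and 100% = excess unlabeled competitor peptide PRC23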
HTR5A inv ctr – inverse agonist of human HTR5A in OPRM1-OPRD1 counter-screen; P47898; 340,000 tested, 0.083% active; AID 504634; inhibition, % at 9.3 µM; HTR5A cell line, luminescence, inverse agonism; in the data active means inhibition mostly above about 23%, no sharp cut-off; inactive means mostly below about 18%;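 further: 0% = cells with DMSO and 100% = no-cell wells with DMSO; some compounds called inactive have numbers as strong as hits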
cardiac RTF act – increases calcium sensitivity of human cardiac regulated thin filaments | P19429+P45379 | IANBD-labeled TnC RTF fluorescence at EC20 calcium; 0% EC20 calcium, 100% full calcium | activation, % at 7.2 µM | 340,000 tested, 0.24% active | AID 493008;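 active means activation above the mean over all tested compounds plus 3 SD, cut at about 30% in these data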;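 further: rise in fluorescence read as greater calcium sensitivity of cardiac thin filaments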
MOR-DOR inv ag – inverse agonists of human mu-delta opioid receptor heterodimerization; cell-based MOR-DOR heterodimer luminescence, inverse agonism; inhibition, % at 9.3 µM; 340,000 tested, 0.21% active; in the data active means inhibition above about 22%, passing the limit was not always enough;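 further: 0% = cells with DMSO and 100% = wells without cells with DMSO; values of inactives mirror those of a sister screen read the other way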
V-ATPase pHluor – yeast V-ATPase proton transport regulation by pHLuorin. S. cerevisiae, pHLuorin cytosolic pH fluorescence. response, % at 10 µM. 350,000 tested, 0.37% active; in the data active means response mostly above about 7.3%, no sharp cut-off; inactive means mostly below about 5.4%; further: actives read high; inactives centre near 0; some compounds called inactive have numbers as strong as hits; reference of the scale not given here
C-LANA FP – KSHV C-LANA DNA binding inhibition; inhibition, % at 9 µM; MBP-C-LANA/FAM-LBS DNA binding, fluorescence polarization; 340,000 tested, 0.078% active; AID 504423;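 active means highest replicate inhibition at or above 60% at 9 µM, even if other replicates fall short; inactive means all replicates below 60% inhibition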;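 further: 0% = neutral control wells and 100% = 4 µM acridine orange control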
An asterisk follows results filed as active; . = no result given.

Assay codes: A = HTR5A ag; B = RTF Ca sens inh; C = Keap1 Nrf2 FP; D = OPRM1-OPRD1 ag; E = CAL-PDZ inh HTS; F = HTR5A inv ctr; G = cardiac RTF act; H = MOR-DOR inv ag; I = V-ATPase pHluor; J = C-LANA FP
COc1ccc(NC(=O)CC2C(=O)N(c3cccc(C)c3)C(=O)N2C2CCCCC2)cc1 (configuration not stated)
  A: -3	B: -19	C: 0	D: -0.5	E: -2	F: -1	G: 1	H: 3	I: 0	J: -0.8
C=CCn1cnc2c(NCc3ccccc3)ncnc21
  A: 0	B: -3	C: -8	D: -4.5	E: 8	F: 12	G: -5	H: 19	I: -3	J: -0.7
CCN1C(=O)CCC(C(=O)O)C1c1ccc(OC)cc1 (configuration not stated)
  A: 3	B: 2	C: -4	D: -2.5	E: -2	F: -9	G: -3	H: 12	I: 3	J: 0.5
CN(C)c1nc(C#N)nc(N2CCOCC2)n1
  A: -1	B: -4	C: -2	D: -0.5	E: -1	F: -1	G: 2	H: 3	I: -1	J: 0.6
COc1cc(CN2CCN(C(C)C)C(CCO)C2)ccc1OCc1ccccc1 (configuration not stated)
  A: 1	B: -5	C: -2	D: -0.7	E: 2	F: -3	G: 0	H: 4	I: -2	J: -0.3
COc1cc(S(=O)(=O)N(Cc2cccs2)CC2CCCO2)ccc1-n1cnnn1 (configuration not stated)
  A: 4	B: -4	C: 3	D: -2.8	E: 1	F: -15	G: 3	H: 13	I: 5	J: -0.1
O=C(OCC(=O)N1CCOCC1)c1ccccc1SCC(=O)N1CCCC1
  A: -3	B: 7	C: -3	D: -2.2	E: 2	F: 8	G: 2	H: 9	I: -1	J: 0.6
C[C@@H](O)Cc1cn(CC(=O)NCCCCCCCCCCC(=O)N2CCNCC2)nn1
  A: -3	B: -3	C: -3	D: -2.1	E: -6	F: 8	G: -4	H: 12	I: -1	J: -0.6
N#Cc1c(-c2ccco2)cc(C2CC2)nc1SCC(=O)c1ccccc1
  A: 3	B: -2	C: -10	D: 1.8	E: 0	F: -9	G: 5	H: -11	I: 0	J: -0.3
C[C@@H](C(=O)NCC1CC1)[C@H]1C[C@]1(C)[C@H](NC(=O)OCc1ccccc1)c1ccccc1
  A: 2	B: 0	C: -2	D: 1.4	E: -4	F: 0	G: -5	H: -8	I: 3	J: 1.2
CCOn1c(=O)c(-c2ccc(OC)cc2)[n+]([O-])c2ccccc21
  A: -3	B: 6	C: -9	D: 5.0	E: -1	F: 3	G: -3	H: -22	I: 11	J: -0.8
O=C(NCC1CCN(c2ccc(S(=O)(=O)N3CCOCC3)cc2)CC1)Nc1ccccc1
  A: 1	B: 3	C: 1	D: 3.0	E: 3	F: -3	G: -2	H: -24	I: 3	J: 0.6
Cc1ccccc1NC(=O)C(=O)NC(C)CCc1ccccc1 (configuration not stated)
  A: 7	B: 2	C: 6	D: 0.1	E: 0	F: -5	G: 0	H: -1	I: 4	J: -0.7
O=[N+]([O-])c1ccc(S(=O)(=O)Nc2ccc3c(c2)OCCO3)cc1
  A: 1	B: -3	C: -1	D: 1.3	E: .	F: -18	G: -1	H: -6	I: 1	J: -0.6
O=C(CSc1cccc[n+]1[O-])Nc1ccccc1Oc1ccccc1
  A: 2	B: -20	C: 0	D: -0.1	E: 1	F: -4	G: 2	H: 1	I: -3	J: 1.7

The final four records of the part above are carried over, then new ones follow.
Assay codes: A = HTR5A ag; B = RTF Ca sens inh; C = Keap1 Nrf2 FP; D = OPRM1-OPRD1 ag; E = CAL-PDZ inh HTS; F = HTR5A inv ctr; G = cardiac RTF act; H = MOR-DOR inv ag; I = V-ATPase pHluor; J = C-LANA FP
O=C(NCC1CCN(c2ccc(S(=O)(=O)N3CCOCC3)cc2)CC1)Nc1ccccc1
  A: 1	B: 3	C: 1	D: 3.0	E: 3	F: -3	G: -2	H: -24	I: 3	J: 0.6
Cc1ccccc1NC(=O)C(=O)NC(C)CCc1ccccc1 (configuration not stated)
  A: 7	B: 2	C: 6	D: 0.1	E: 0	F: -5	G: 0	H: -1	I: 4	J: -0.7
O=[N+]([O-])c1ccc(S(=O)(=O)Nc2ccc3c(c2)OCCO3)cc1
  A: 1	B: -3	C: -1	D: 1.3	E: .	F: -18	G: -1	H: -6	I: 1	J: -0.6
O=C(CSc1cccc[n+]1[O-])Nc1ccccc1Oc1ccccc1
  A: 2	B: -20	C: 0	D: -0.1	E: 1	F: -4	G: 2	H: 1	I: -3	J: 1.7
O=c1c(/C=C(\O)c2ccc(F)cc2)nc2ccccc2n1-c1ccccc1
  A: 3	B: -13	C: -21	D: 0.7	E: 2	F: -8	G: 51*	H: -3	I: 3	J: 33
Cc1cc(OCC(=O)Nc2ccc3oc(-c4ccncc4)nc3c2)ccc1Cl
  A: 4	B: -6	C: 2	D: 1.5	E: 2	F: -27	G: 4	H: -8	I: -2	J: -0.6
Nc1nc(SCC(=O)Nc2cc(C(F)(F)F)ccc2N2CCOCC2)n[nH]1
  A: 0	B: -8	C: 14*	D: -1.6	E: 0	F: 15	G: 2	H: 8	I: 5	J: 0.0
O=C(NCc1ccccc1)C(c1ccccc1F)N(CC1CCCO1)C(=O)c1ccccn1 (configuration not stated)
  A: 2	B: -8	C: 7	D: 0.3	E: -2	F: -5	G: -7	H: -3	I: 0	J: -1.5
COc1ccc(/C=C/c2cc(=O)c3cc(Cl)ccc3o2)cc1
  A: 2	B: 0	C: -3	D: 2.4	E: -3	F: -5	G: 14	H: -15	I: 0	J: -1.9
CCOc1c(Cl)cc(CNCC(C)C)cc1OC
  A: 3	B: -8	C: -1	D: 0.2	E: .	F: 6	G: 4	H: -1	I: 1	J: 0.2
COc1cccc(NC(=S)N(Cc2ccc(C(=O)O)cc2)Cc2ccc(OC)c(OC)c2)c1
  A: 6	B: -7	C: -2	D: -1.0	E: .	F: -29	G: 0	H: 6	I: 2	J: -1.2
Cc1cc(C)nc(N2CCCC(C(=O)NCCC3=CCCCC3)C2)n1 (configuration not stated)
  A: 0	B: -3	C: -4	D: -2.8	E: .	F: -2	G: -4	H: 15	I: 0	J: 1.3
CCc1cccc(OCCCCN(CC)CC)c1
  A: 3	B: -10	C: -4	D: 1.0	E: 1	F: 8	G: 4	H: -5	I: 1	J: -1.8
O=C(NC(Nc1nc2ccccc2s1)(C(F)(F)F)C(F)(F)F)c1ccccc1
  A: 1	B: 6	C: 1	D: -0.7	E: -3	F: -9	G: 4	H: 4	I: -4	J: 0.1
Cc1csc(NC(=O)CSc2ccc3nnc(CCNS(=O)(=O)c4ccccc4)n3n2)n1
  A: 1	B: -11	C: 1	D: 0.8	E: -4	F: -4	G: 7	H: -4	I: 3	J: 0.7
Cc1cc(=O)oc2cc(OC(=O)C3CCN(C(=O)c4ccc(F)cc4)CC3)ccc12
  A: 6	B: 5	C: -13	D: -1.4	E: -2	F: -17	G: -4	H: 9	I: 0	J: 2.4
c1cn2c(Nc3ccc4c(c3)OCCO4)c(-c3ccc(N4CCOCC4)cc3)nc2cn1
  A: 7	B: -1	C: -4	D: 0.7	E: 0	F: -21	G: -2	H: -4	I: 1	J: -0.5
CCCN1CCC(=O)N([C@H](COc2ccccc2)c2ccccc2)CC1
  A: -4	B: -2	C: -1	D: -1.1	E: -2	F: -8	G: 5	H: 6	I: 0	J: 0.8
N#CCSc1ccsc1C(=O)Nc1ccc(F)cc1
  A: -4	B: -4	C: 4	D: 1.4	E: .	F: -27	G: 4	H: -7	I: -4	J: -0.8
CCCCCCCCCC(=O)NNC(=O)c1c(O)c2ccccc2n(CC)c1=O
  A: 3	B: 8	C: -2	D: -1.2	E: -1	F: 1	G: -1	H: 6	I: 1	J: -0.9
COc1ccc(NC(=O)CN(C)S(=O)(=O)c2cnc[nH]2)cc1Cl
  A: -2	B: -1	C: -2	D: -1.8	E: 6	F: -10	G: -5	H: 9	I: 3	J: -1.5
O=C(N/N=C/c1ccccc1OC(F)F)NC1CCCCC1
  A: 4	B: 2	C: -3	D: 10	E: -5	F: -12	G: 4	H: -56	I: 0	J: 1.4
COc1cccc(C(=O)OCC(=O)NC2CCCc3ccccc32)c1O (configuration not stated)
  A: 1	B: 0	C: -2	D: -1.5	E: 1	F: -5	G: -3	H: 10	I: 2	J: -1.5
O=C(CCc1c[nH]c2ccccc12)N[C@@H](Cc1c[nH]c2ccc(O)cc12)C(=O)O
  A: 0	B: -3	C: -1	D: -1.6	E: 0	F: 1	G: 0	H: 7	I: 0	J: 0.0
Cc1ccc(C)c(OCCn2cc(C(=O)O)c3ccccc32)c1
  A: .	B: .	C: 4	D: .	E: 4	F: .	G: .	H: .	I: -2	J: 0.2
COc1cc(/C=C2\C(=O)ON=C2c2ccccc2)cc(OC)c1OC
  A: 3	B: -14	C: -5	D: -2.5	E: -2	F: -24	G: 6	H: 15	I: -4	J: -2.3
Cc1ccc2c(CN3CCN(S(=O)(=O)/C=C/c4ccccc4)CC3)cc(=O)oc2c1
  A: 5	B: -13	C: 1	D: -2.4	E: 0	F: -10	G: -2	H: 12	I: 1	J: 0.5
COC(=O)c1ccccc1-n1c(CCC(=O)O)ccc1-c1ccccc1
  A: -2	B: 0	C: -3	D: -1.7	E: 15	F: 7	G: 3	H: 8	I: 2	J: -0.2
CCOC(=O)N1CCN(CCC(=O)Nc2ccc(Br)cc2)CC1
  A: 0	B: 2	C: -1	D: -3.0	E: -3	F: 6	G: -3	H: 15	I: -9	J: -1.5
O=S(=O)(c1ccc(Br)cc1)N1CCC(c2nc3ccccc3[nH]2)CC1
  A: -1	B: -6	C: -1	D: 1.1	E: -2	F: 3	G: 8	H: -6	I: -1	J: -1.8
COc1ccc(NC(=O)c2ccc(Br)o2)c([N+](=O)[O-])c1
  A: 4	B: -4	C: -2	D: 4.0	E: -1	F: -10	G: 1	H: -23	I: 4	J: 0.9
NC(=O)CN1C(=O)C(=O)N(Cc2cccc(C(F)(F)F)c2)C1=O
  A: -2	B: -5	C: 5	D: -1.6	E: -1	F: 9	G: -1	H: 7	I: 0	J: -3.2
COc1ccccc1C(=O)Nc1ccc2oc(-c3ccc(F)cc3)nc2c1
  A: 5	B: -4	C: -1	D: 0.1	E: .	F: 5	G: 0	H: -1	I: -2	J: -3.2
C=CCC[C@@H](Cc1ccc(F)cc1)C(=O)OCCNC(=O)[C@@H](CC=C)CC(=O)N[C@H](CO)Cc1ccccc1
  A: 4	B: -4	C: -1	D: -3.3	E: -4	F: -2	G: -5	H: 15	I: -3	J: -1.0
Cc1ccc(NC(=O)c2ncn[nH]2)cc1
  A: -1	B: -21	C: -4	D: -0.4	E: -5	F: 3	G: -3	H: 3	I: -1	J: -0.2
CCOC(=O)c1c(C)oc2c1c1c(c3ccccc32)OCN(CCCC(=O)O)C1
  A: 5	B: 7	C: 0	D: 13	E: 12	F: -13	G: 6	H: -69	I: 0	J: -2.6
COc1ccc(OCCNC(=O)C(Cc2c[nH]c3ccccc23)NC(C)=O)cc1 (configuration not stated)
  A: 0	B: 7	C: 0	D: -2.3	E: -5	F: 1	G: 2	H: 11	I: 3	J: 1.5
CCOC(=O)CC(=O)c1cc(OC)c(OC)c(OC)c1
  A: 2	B: -5	C: -1	D: -0.8	E: 6	F: 12	G: 3	H: 4	I: -3	J: -1.9
O=C(Nc1ccccc1)c1cc([N+](=O)[O-])ccc1NC1CCCCC1
  A: 5	B: -2	C: 1	D: 0.3	E: -5	F: -13	G: 2	H: -2	I: -1	J: -0.4
